Screens: PubChem, several laboratories
NadD block: NadD (S. aureus) enzyme inhibition; inhibition, % at 20 µM; AID 602399; hit rate 0.78% among 360,000; purified NadD enzyme, colorimetric absorbance read-out; in the data active = inhibition above about 26%; note: some compounds past the cut are filed as inactive
CSN inh: CSN deneddylation inhibition; Q92905; Purified CSN, SCF-Nedd8-OG deneddylation, fluorescence polarization; inhibition, % at 12.5 µM; hit rate 0.38% among 360,000;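 active = pattern-corrected inhibition above about 35%, with an unprinted fluorescence ratio check between 0.5 and 1.5, limit read from the data, passing the limit was not always enough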;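 note: 0% = enzyme with substrate and 100% = substrate without enzyme; some results filed as inactive read as strong as hits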
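Test system: Human Csn5 produced in HEK293T cells | Compound: 12.5 µM single point | Times: 90 min, room temperature | Signal: Fluorescence polarization readout | Read-out basis: % inhibition of substrate cleavage by Csn5 | Controls: no-enzyme wells high, enzyme-with-substrate wells low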
TbMetRS inhib: Trypanosoma brucei MetRS inhibition; hit rate 0.4% among 360,000; purified T. brucei MetRS, ATP depletion, Kinase-Glo luminescence; AID 624268; inhibition, % at 11.9 µM;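 active = inhibition above a per-plate cutoff of the control wells' mean inhibition plus 3 SD, cut at about 5.5% in these data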;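 note: 0% = DMSO wells median and 100% = median of wells with control inhibitor compound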
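Test system – parasite MetRS enzyme · Reagent – substrates ATP, L-methionine and bulk Escherichia coli tRNA · Doses – 11.9 µM compound single dose, 0.9% DMSO · Times – 15 min enzyme-compound preincubation, 2 h reaction, 10 min detection, 25 °C · Signal – Kinase-Glo luminescence, ATP depletion format · Controls – DMSO-only wells as low control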
SUMO1-SIM PPI: modulators of human SUMO1-mediated protein-protein interactions | SUMO1 binding to a labelled peptide, TR-FRET, 1 h | hit rate 0.33% among 360,000 | P63165 | inhibition, % at 20 µM | AID 602429; in the data active = inhibition above about 37%
Target sequence (P63165 whole entry, looked up): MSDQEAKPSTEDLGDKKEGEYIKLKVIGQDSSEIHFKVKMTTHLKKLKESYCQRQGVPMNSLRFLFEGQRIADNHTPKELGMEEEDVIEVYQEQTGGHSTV
Rpn11 block: blocks the human proteasome subunit Rpn11; O00487; human 26S proteasome, Ub4-pepOG fluorescence polarization; 20S core pre-blocked with epoxomicin; calls only at 20 µM; hit rate 0.59% among 360,000;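 active = inhibition at 20 µM, scaled to each plate's controls, above about 33%, limit read from the data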
Scp1 inh: inhibitors of human Scp-1 phosphatase. AID 493091. inhibition, % at 20 µM. hit rate 0.88% among 340,000. Q9GZU7. Recombinant Scp1, phosphopeptide, malachite green phosphate absorbance;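 active = inhibition above about 50% at 20 µM, limit read from the data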;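 note: plate controls were DMSO wells with enzyme for no effect and wells lacking enzyme for full effect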
Target sequence (Q9GZU7 76-261 limits assumed): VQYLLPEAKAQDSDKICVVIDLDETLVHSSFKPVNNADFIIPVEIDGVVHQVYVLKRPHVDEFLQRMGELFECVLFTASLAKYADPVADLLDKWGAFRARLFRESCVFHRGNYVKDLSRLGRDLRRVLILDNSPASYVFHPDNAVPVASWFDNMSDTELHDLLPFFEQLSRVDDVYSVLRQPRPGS
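assay system = SCP-1 phosphatase catalytic domain, residues 76-261 | buffer or medium = 50 mM Tris acetate pH 5.5, 0.005% Tween-20, 10 mM MgCl2 | incubation = enzyme reaction 45 min at room temperature, colour 5 min, stabilisation 30 min | signal = Phosphate-binding colour reagent, absorbance read at 630 nm | measure = % inhibition at 20 µM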
DNMT1 inh: DNMT1 (human) enzyme inhibition; DNMT1 molecular beacon, Hinp1I cleavage, fluorescence; inhibition (reported as % activation of signal), % at 10 µM; hit rate 0.83% among 360,000; AID 588458; in the data active = inhibition above about 50%
MLLE-PAM2 inh: inhibitors of microRNA-mediated deadenylation, human PABP1 MLLE binding. P11940. GST-MLLE / FITC-PAM2 fluorescence polarization. inhibition, % at 20 µM. hit rate 0.36% among 360,000. AID 588489; in the data active = inhibition above about 35%, passing the limit was not always enough;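 note: plate controls were DMSO wells with GST-MLLE for no effect and wells lacking GST-MLLE protein for full effect; some results filed as inactive read as strong as hits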
LMPTP block: LMPTP (human) inhibition; P24666; recombinant LMPTP-A, OMFP fluorogenic substrate, fluorescence intensity; inhibition, % at 20 µM; hit rate 0.22% among 360,000;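 active = compounds that cut the enzyme signal by at least half of the control window in the single-dose screen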;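 note: plate controls were DMSO wells with enzyme plus substrate for no effect and substrate without enzyme for full effect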
Target sequence (P24666 whole entry, looked up): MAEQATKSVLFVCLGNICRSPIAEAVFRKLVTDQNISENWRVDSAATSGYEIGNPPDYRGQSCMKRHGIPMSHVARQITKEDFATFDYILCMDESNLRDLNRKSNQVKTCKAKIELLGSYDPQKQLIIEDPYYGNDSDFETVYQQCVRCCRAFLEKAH
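Assay system: LMPTP-A enzyme. Input: 0.625 nM LMPTP-A final. Probe or stimulus: 400 µM OMFP. Compound dosing: single 20 µM dose. Schedule: 50 min dark incubation at room temperature. Detection: fluorescence intensity of OMFP turnover product. Read-out: percent inhibition versus substrate-only and uninhibited controls. Benchmarks: no-enzyme low control, uninhibited high control.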
STEP block: STEP (human) phosphatase inhibition; P54829; recombinant STEP, OMFP fluorogenic substrate, fluorescence; inhibition, % at 20 µM; hit rate 0.25% among 360,000; AID 588621;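 active = inhibition at 20 µM, scaled per plate between control wells, above about 37%, limit read from the data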;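 note: 0% = DMSO with enzyme and substrate and 100% = substrate only without enzyme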
Target sequence (P54829 whole entry, looked up): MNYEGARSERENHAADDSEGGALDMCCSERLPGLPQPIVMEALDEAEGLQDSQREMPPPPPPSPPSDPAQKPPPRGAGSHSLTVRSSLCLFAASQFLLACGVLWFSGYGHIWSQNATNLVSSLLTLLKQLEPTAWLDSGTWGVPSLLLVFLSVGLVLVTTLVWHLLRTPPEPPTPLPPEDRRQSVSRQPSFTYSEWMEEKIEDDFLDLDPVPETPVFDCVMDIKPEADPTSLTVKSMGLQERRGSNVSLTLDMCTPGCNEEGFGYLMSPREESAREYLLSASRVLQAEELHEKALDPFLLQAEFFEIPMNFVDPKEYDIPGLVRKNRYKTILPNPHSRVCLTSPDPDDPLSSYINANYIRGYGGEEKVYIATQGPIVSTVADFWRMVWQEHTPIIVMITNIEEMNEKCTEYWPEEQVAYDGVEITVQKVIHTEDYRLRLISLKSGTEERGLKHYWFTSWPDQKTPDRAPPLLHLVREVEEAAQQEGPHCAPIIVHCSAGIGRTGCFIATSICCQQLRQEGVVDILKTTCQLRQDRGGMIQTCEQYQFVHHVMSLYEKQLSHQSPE
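Test system: STEP tyrosine phosphatase / Reagent: OMFP at 25 µM / Doses: 20 µM, 1% DMSO / Read-out: percent inhibition scaled to no-enzyme and uninhibited-enzyme controls, plate-pattern corrected / Detection: FITC-channel fluorescence of OMFP product / Medium: Bis-Tris buffer pH 6.0, 2.5 mM DTT, 0.005% Tween 20 / Schedule: 20 min at room temperature, dark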
Numbers without * were called inactive; i = inactive; x = not tested or not shown.

NadD block	CSN inh	TbMetRS inhib	SUMO1-SIM PPI	Rpn11 block	Scp1 inh	DNMT1 inh	MLLE-PAM2 inh	LMPTP block	STEP block	Structure
-6	4	-0.9	-1	i	-10	2	-4	-2.7	1	Cc1cc(C)n(C(C)CNS(=O)(=O)c2ccc(C)c(C)c2)n1 (stereo not drawn)
-7	-3	0.0	3	i	-7	0	3	0.2	-1	CC(Sc1nc2sc3c(c2c(=O)n1-c1ccccc1)CCCC3)C(=O)O (stereo not drawn)
0	0	-0.5	2	i	3	1	5	5.5	4	N#Cc1cccc(C(=O)OCC(=O)c2ccc3c(c2)NC(=O)CO3)c1
1	0	0.0	3	i	1	1	-42	-0.5	-2	O=C(c1ccco1)N1CCN(C(=S)Nc2ccc(Br)cc2Cl)CC1
7	3	-0.1	-2	i	-2	-3	17	-0.1	-2	CC(C(=O)NCC(=O)Nc1ccc(F)c(F)c1F)N1CCN(c2ccc(O)cc2)CC1 (stereo not drawn)
32*	18	-0.1	5	i	-19	9	-21	3.7	3	Cc1noc(/C=C/c2ccco2)c1S(=O)(=O)N1CCC(C(=O)N2CCc3ccccc32)CC1
-3	-3	-0.5	-4	i	-8	1	-2	0.0	2	COc1ccccc1NC(=O)c1nnn(Cc2ccccc2)c1NC(C)=O
3	1	-0.6	-6	i	-5	3	-2	-0.7	0	Cc1ccc(SCCC(=O)N2CCOCC2)cc1
17	3	-1.0	-52	i	15	-2	-6	0.8	5	Cc1ccccc1NC(=O)CSc1nc2cc3c(cc2cc1C)CCC3
-4	-3	0.4	-2	i	-3	-3	4	0.5	2	CCOc1ccc(OCC)c(S(=O)(=O)N2CCOCC2)c1
3	1	-0.3	1	i	-6	3	3	-0.3	-2	COc1cc(C(=O)N2CCCCC2)ccc1OCC(=O)Nc1ccc(F)cc1
-2	1	0.0	1	i	-1	-2	5	-1.8	-2	N#CC1=C2Sc3ccccc3N2CCCC1=O
-7	5	-0.8	4	i	-9	0	1	-1.9	-2	CCCn1c(-c2ccc[nH]c2=O)nc2ccccc21
0	-6	-0.2	1	i	-8	-1	17	2.2	1	NC(CSCc1ccccc1Cl)C(=O)O (stereo not drawn)
1	13	-0.3	-7	i	-3	29	-46	5.0	-1	O=C(Cc1nc2ccccc2[nH]c1=O)c1ccc(Cl)cc1

Shown as labelled records: three of the compounds above.
> N#CC1=C2Sc3ccccc3N2CCCC1=O
  NadD block: -2 | CSN inh: 1 | TbMetRS inhib: 0.0 | SUMO1-SIM PPI: 1 | Rpn11 block: i | Scp1 inh: -1 | DNMT1 inh: -2 | MLLE-PAM2 inh: 5 | LMPTP block: -1.8 | STEP block: -2
> CCCn1c(-c2ccc[nH]c2=O)nc2ccccc21
  NadD block: -7 | CSN inh: 5 | TbMetRS inhib: -0.8 | SUMO1-SIM PPI: 4 | Rpn11 block: i | Scp1 inh: -9 | DNMT1 inh: 0 | MLLE-PAM2 inh: 1 | LMPTP block: -1.9 | STEP block: -2
> NC(CSCc1ccccc1Cl)C(=O)O (stereo not drawn)
  NadD block: 0 | CSN inh: -6 | TbMetRS inhib: -0.2 | SUMO1-SIM PPI: 1 | Rpn11 block: i | Scp1 inh: -8 | DNMT1 inh: -1 | MLLE-PAM2 inh: 17 | LMPTP block: 2.2 | STEP block: 1

Next part
NadD block	CSN inh	TbMetRS inhib	SUMO1-SIM PPI	Rpn11 block	Scp1 inh	DNMT1 inh	MLLE-PAM2 inh	LMPTP block	STEP block	Structure
-2	-3	-0.2	3	i	x	-1	-3	-0.7	0	CCc1nc2ccc(C(=O)Nc3cccc(OC)c3)cn2c1N(CC)CCN(C)C
1	-2	-0.3	0	i	-3	1	5	-1.7	-1	COc1cccc(CC(=O)Nc2cc(S(=O)(=O)N3CCOCC3)ccc2N2CCN(C)CC2)c1
5	-6	0.3	-3	i	-5	1	-23	0.2	-1	CCn1c(CNC(=O)COc2ccc(C(C)C)cc2)nnc1SCC(=O)Nc1ccc(F)cc1
1	2	-1.3	-3	i	-13	-3	23	1.3	4	CCOC(=O)C1=NNC(C(=O)c2ccccc2)C1c1ccc(OC)cc1 (stereo not drawn)
6	2	0.2	-3	i	0	-3	24	1.6	2	CCCc1nc(SCC(=O)N2CCc3ccccc3C2)c2ccccc2n1
0	2	-0.3	7	i	x	-3	9	0.6	-2	CC(Nc1ccc(Br)cc1)C(=O)NC(=O)NC1CCCCC1 (stereo not drawn)
-5	3	-1.0	-1	i	-1	6	-2	-1.8	0	Cc1ccc(NC(=O)NC(=O)c2cnccc2C(F)(F)F)c(C)c1
3	-4	0.4	1	i	4	6	6	-0.6	1	C[C@H](N)C(=O)NC[C@H]1O[C@@H](n2cnc3c(N)ncnc32)[C@H](O)[C@@H]1O
1	-1	-0.1	2	i	0	4	6	0.2	-1	CN(CC12CC3CC(CC(C3)C1)C2)C(=O)c1ccco1
-8	-6	-0.1	-3	i	-6	37	17	0.1	-2	COCCN(CCOC)S(=O)(=O)c1ccc(C(=O)Nc2nc3c(s2)CCc2ccccc2-3)cc1
-5	-3	0.6	1	i	-7	12	-1	-0.8	-1	CCOCCOC(=O)COc1ccc2c(=O)c(Oc3ccc(OC)cc3)coc2c1
x	-3	-0.3	-12	x	x	x	x	0.9	x	O=C(Nc1ccc2c(c1)OCCO2)C1C(c2ccccc2)=Nc2ccccc2N1C(=O)c1cccnc1 (stereo not drawn)
46*	1	-0.1	9	i	9	22	8	1.1	3	N/C(=N\N=C\c1ccnc2ccccc12)SC1CC(=O)N(c2ccc(Br)cc2)C1=O (stereo not drawn)
-4	6	-0.2	5	i	x	0	-2	-0.4	-1	C[C@H]1CN([C@@H](C)CO)C(=O)c2c(c3ccccc3n2C)-c2ccccc2CO[C@H]1CN(C)C(=O)[C@@H]1CCCN1C
-7	-2	-1.4	-12	i	-8	-2	-11	-0.2	1	CCOc1ccc2ccccc2c1/C=N/NC(=O)c1ccncc1
17	1	0.1	-18	i	-12	5	-18	2.4	1	COc1ccc(C2=NN(CN3C(=O)C(=O)c4ccccc43)C(c3ccc(OC)cc3)C2)cc1 (stereo not drawn)
-2	0	-0.2	4	i	-9	-1	-10	2.9	-3	N#Cc1cc(C#N)c(N2CCN(c3cccc(Cl)n3)CC2)nc1N
5	-2	-0.3	0	i	-5	-1	0	0.0	1	Cc1cccc(NC(=O)COc2coc(CN3CCN(c4ccccc4)CC3)cc2=O)c1
-7	-3	0.1	-1	i	-7	3	0	-0.5	-3	COCCn1c(N2CCCC2)nc2c1c(=O)[nH]c(=O)n2C
-3	-11	-0.5	-3	i	-10	2	6	-1.1	-1	COc1ccccc1N1CCN(C2CCN(C(=O)COc3cccc(C)c3)CC2)CC1
5	11	0.9	0	i	-8	0	-163	0.3	1	O=C(O)c1cccc(Cn2c(Cl)c(/C=N/Nc3ccccc3)sc2=O)c1
-4	-1	-0.5	-3	i	1	0	-3	-1.1	1	O=C(Nc1ccc(Cl)cc1)C1CCCN1C(=O)NCc1ccccc1 (stereo not drawn)
-9	3	-2.1	-6	i	-1	9	5	-1.0	-2	CC1CCCN(CC(=O)Nc2ccc(S(=O)(=O)NC3CCCCC3)cc2)C1 (stereo not drawn)
0	1	0.2	-3	i	-1	0	-4	-1.1	-4	COc1ccccc1/C=C/C(=O)NCC(=O)N/N=C/c1ccc(C(=O)O)cc1
-6	5	-0.1	1	i	-3	3	0	0.9	0	COc1ccccc1N(C)S(=O)(=O)c1ccc(Cl)c(C(=O)N2CCC(C(N)=O)CC2)c1
2	-1	0.5	6	i	-4	0	-17	1.2	-1	COc1ccc(C2=NCC(CSc3nccc(=O)[nH]3)S2)cc1 (stereo not drawn)
-3	2	-0.3	0	i	0	1	-9	-1.4	-5	Cc1ccccc1OCCCCN1CCCCC1
0	-1	-0.1	3	i	5	3	0	-1.1	-1	Cn1c(SCc2nc(-c3ccc(Cl)cc3)no2)nnc1-c1ccccc1
4	-4	-0.2	-3	i	x	-1	2	0.9	-1	Cc1ccc(NC(=O)c2cc(S(=O)(=O)N3CCCCC3)ccc2N2CCOCC2)cc1
1	1	-0.6	1	i	18	-3	-3	-0.4	-4	CC(C)CNCC(=O)N1c2ccccc2Sc2ccccc21
-1	-1	0.0	-5	i	-8	0	-7	-0.3	0	O=S(=O)(NCc1ccccc1Cl)c1ccc(-n2cnnn2)cc1
10	-5	-0.1	-4	i	1	9	-1	-0.9	1	CC1=CC(=C(C#N)C#N)C=C(C)N1CCN1CCN(C(=O)Nc2ccc(Cl)c(Cl)c2)CC1
-6	0	-0.1	-2	i	-5	-1	-14	1.0	1	O=C(CN(CC1CCCO1)C(=O)CNS(=O)(=O)c1ccc(Cl)cc1)NCC1CCCO1 (stereo not drawn)
2	-2	0.0	3	i	-6	-1	-3	-1.0	11	COc1cc(C2NC(=O)NC(C)=C2C(=O)Nc2cccc(C)c2C)cc(OC)c1OC (stereo not drawn)
23	-2	-0.5	10	i	-10	-2	4	1.5	0	Cc1cc(C(=O)CSc2nc(N)cc(=O)[nH]2)c(C)n1-c1cccc(F)c1
1	-2	-0.7	-2	i	0	0	0	-0.1	-4	Cc1cc(NCCN2CCOCC2)n2nc(C)c(-c3ccccc3)c2n1
2	-2	-0.4	-31	i	6	7	6	-5.9	-3	C#CCOCCOCCOCCNc1nc(N2CCN(C(=O)[C@H](CCCCN)n3cc(CN)nn3)CC2)nc(N2CCN(C(=O)[C@H](CO)n3cc([C@@H](N)C(C)C)nn3)CC2)n1
-4	-4	0.5	-4	i	-4	0	5	0.7	-12	O=C(c1ccco1)N1CCN(S(=O)(=O)c2ccc(S(=O)(=O)NC3CCCC3)cc2)CC1
5	-4	-0.3	-7	i	-10	-3	-1	0.7	-2	O=C(Cn1nnc(-c2ccccc2NC(=O)c2ccccc2)n1)Nc1ccc2c(c1)OCCO2
-1	-1	-1.6	0	i	-5	2	1	-1.1	-10	CSc1ccc(/C=N/NC(=O)c2sccc2C)cc1
-5	4	-0.7	2	i	x	-2	14	-1.9	0	COc1ccccc1CN(C)C[C@@H]1OCc2cnnn2CCCC(=O)N([C@@H](C)CO)C[C@H]1C
-4	2	-0.4	0	i	-1	-4	2	-1.0	3	CC(C(=O)Nc1ccc2c(c1)OCCO2)n1nnc(-c2ccccc2)n1 (stereo not drawn)
